Compound activity: PubChem, National Center for Advancing Translational Sciences (NCATS)
GLP-1R agonist: qHTS of GLP-1 Receptor Agonists | Glucagon-like peptide 1 receptor (Homo sapiens), P43220 | HEK293 GLP-1R CRE-luciferase, luminescence, 4-6 h; cells express a hypersensitive GLP-1R form | Potency, µM (top dose mostly 45.6 µM), without a hit: at the top dose activation, hits mostly activators | actives 0.007% (n = 380,000) | AID 624172, 2012; note: % of control where 0% means no effect
Target sequence (P43220 whole entry, looked up): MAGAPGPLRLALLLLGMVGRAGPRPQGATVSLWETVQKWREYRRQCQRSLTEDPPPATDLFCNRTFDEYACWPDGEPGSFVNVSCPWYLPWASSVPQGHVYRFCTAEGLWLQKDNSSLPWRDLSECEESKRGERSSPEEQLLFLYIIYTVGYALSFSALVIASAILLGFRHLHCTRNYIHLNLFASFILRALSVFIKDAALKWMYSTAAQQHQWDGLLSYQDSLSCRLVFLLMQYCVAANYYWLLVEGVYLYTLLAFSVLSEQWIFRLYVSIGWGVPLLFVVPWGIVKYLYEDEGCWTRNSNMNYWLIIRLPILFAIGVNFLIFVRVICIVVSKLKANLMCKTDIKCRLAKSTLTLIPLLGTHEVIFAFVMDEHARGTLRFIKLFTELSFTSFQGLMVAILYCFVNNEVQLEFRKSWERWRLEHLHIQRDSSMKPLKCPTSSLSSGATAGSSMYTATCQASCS
HT1080NT lethal: qHTS for induction of synthetic lethality in tumor cells producing 2HG: qHTS for the HT-1080-NT fibrosarcoma cell line; actives 1.6% (n = 360,000); Potency, µM (top dose mostly 46.1 µM), for the others: at the top dose activity, negative = less viability, most hits filed as cytotoxic; AID 686970, 2013; HT-1080-NT fibrosarcoma viability, CellTiter-Glo ATP luminescence, 48 h;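 note: NT is the 2HG producing partner of a matched IDH1 knockdown line; 0% = DMSO-treated cells and -100% = media-only wells without cells; nearly all actives have a fitted effect of over 55% in size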
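Toxicity toward the 2HG-producing NT line was scored as %Activity, normalised to DMSO and no-cell wells, from CellTiter-Glo luminescence after 48 hours' treatment.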
TDP-43 yeast inh: qHTS of TDP-43 Inhibitors | TDP-43 expressing yeast growth rescue, BacTiter-Glo, 24 h | Potency, µM (doses to about 46.1 µM), without a hit: top-dose growth rescue (activation), most hits filed as activators | actives 1.8% (n = 410,000); note: % of control where 0% means no effect; nearly all actives have a fitted effect of over 50% in size
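Growth rescue of TDP-43-toxic yeast measured as ATP luminescence (BacTiter-Glo). Cells grown to mid-log in raffinose, induced in galactose at OD600=0.02, exposed to compound 24 hr at 30 deg C.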
KB-3-1 tox: qHTS assay for MDR1-selective chemotherapeutics: Primary screen using the parental adenocarcinoma cell KB-3-1. KB-3-1 viability, CellTiter-Glo ATP luminescence, 72 h. Potency, µM (titrated, usually from 46.1 µM), for inactives: at the highest dose activity change, negative = cytotoxic, most hits filed as cytotoxic. actives 1.4% (n = 400,000); note: % is set by controls: 0 for no effect and ±100 for the full control effect; nearly all actives have a fitted effect of over 60% in size
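Cells are dispensed, compounds pinned in, plates held at 37 °C for 72 h, then CellTiter-Glo is added and luminescence read after 10 minutes. Cell line: parental KB-3-1 in phenol-red-free DMEM, 10% FBS.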
GLP1R inv ag: qHTS of GLP-1 Receptor Inverse Agonists (Inhibition Mode); Glucagon-like peptide 1 receptor (Homo sapiens), P43220; HEK293 GLP-1R CRE-luciferase, luminescence, 24 h; GLP-1R form is constitutively active; Potency, µM (series often up to 38.3 µM), for the others: top-dose activity change, negative = inhibition, most hits filed as inhibitors; actives 1.6% (n = 410,000); note: % is set by controls: 0 for no effect and ±100 for the full control effect; nearly all actives have a fitted effect of over 55% in size
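Inverse agonism was detected as reduced cAMP-driven luciferase luminescence after 24 h compound treatment. The cells were HEK293 clones expressing constitutively active human GLP-1R with the reporter. Reporter-only and GPR119 cell lines served as counterscreen controls.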
SW480 rerep: A quantitative high throughput screen for small molecules that induce DNA re-replication in SW480 colon adenocarcinoma cells. actives 1.8% (n = 340,000). AID 624297, 2012. Potency, µM (series often up to 46.1 µM), without a hit: at the highest dose re-replication activation, actives largely listed as activators. SW480 DNA re-replication, Hoechst DNA content imaging, 48 h; note: % of control where 0% means no effect; nearly all actives have a fitted effect of over 55% in size
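Image-based DNA-content assay: after two days of treatment, nuclei were labelled with the DNA dye Hoechst and imaged, and hits were compounds raising the count of nuclei showing high fluorescence intensity.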
HEK293 tox: qHTS of GLP-1 Receptor Inverse Agonists: Cytotox Screen. HEK293 cAMP-luciferase reporter cells, luminescence, 24 h. Potency, µM (top dose mostly 38.3 µM), for the others: at the top dose activity change, negative = inhibition, most hits filed as inhibitors. actives 0.13% (n = 410,000). AID 624418, 2012;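 note: loss of luciferase light is scored as toxicity; % is set by controls: 0 for no effect and ±100 for the full control effect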
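1536-well qHTS counterscreen of the MLSMR; 200 cells/uL, 12 h pre-incubation, 23 nL cpd, 24 h at 37 deg C 5% CO2, luciferase detection reagent, 12 min RT, luminescence. Inhibition = undesired.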
KB-V1 MDR tox: qHTS assay for MDR1-selective chemotherapeutics: Primary screen using the drug-selected MDR subline cells KB-V1. KB-V1 MDR cells viability, CellTiter-Glo, 72 h. Potency, µM (titrated, usually from 46.1 µM), for the others: top-dose activity change, negative = cytotoxicity, usual class: cytotoxic. actives 3.4% (n = 400,000). AID 1347076, 2019; note: % is set by controls: 0 for no effect and ±100 for the full control effect; nearly all actives have a fitted effect of over 60% in size
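KB-V1 MDR subline cells in DMEM (phenol-red free, 10% FBS) exposed to compounds in qHTS concentration series for 72 h at 37 degrees C. Viability read by CellTiter-Glo luminescence; concentration-effect curves fitted after normalization and correction.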
HT1080 IDH1KD tx: qHTS for induction of synthetic lethality in tumor cells producing 2HG: qHTS for the HT-1080-IDH1KD cell line; actives 2% (n = 360,000); HT-1080 IDH1 knockdown viability, ATP luminescence, 48 h; Potency, µM (series often up to 46.1 µM), inactives show at the top dose activity, negative = toxicity, most hits filed as cytotoxic;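 note: 0% = DMSO wells and -100% = cell-free medium wells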
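% activity derives from luminescence (CellTiter-Glo), normalised to DMSO and no-cell wells. HT-1080-IDH1KD cells, 750/well, had 48 h compound exposure at 37 °C.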
Numbers without * were called inactive; ? = inconclusive; nt = not tested or not shown; [ ] = another dose, or the depositor's remark. Calls come from the whole dose curve; as a rule, active = well fitted curve in the direction sought with a large enough effect; inconclusive = small, poorly fitted or top-dose-only effect, or another doubt; inactive = no such curve, though single readings can be large; an effect the other way counts as inactive or inconclusive. Potency is the fitted concentration of half-maximal effect.

SMILES | GLP-1R agonist | HT1080NT lethal | TDP-43 yeast inh | KB-3-1 tox | GLP1R inv ag | SW480 rerep | HEK293 tox | KB-V1 MDR tox | HT1080 IDH1KD tx
Cc1ccc(C)c(OCCC(=O)OCC(=O)Nc2cc(S(=O)(=O)N3CCOCC3)ccc2C)c1 | -1% | 2% | 0% | 4% | 8% | -1% | -4% | 10% | 1%
Cc1nnc(NC(=O)CSc2nc(C(C)C)nc3ccccc23)s1 | -3% | -2% | -10% | 3% | 2% | ? | -17% | ? | 19%
COc1ccc(NC(=O)CSc2nnc(N)s2)cc1S(=O)(=O)N1CCCCC1 | 10% | -2% | 0% | -3% | 13% | 6% | 4% | 5% | 2%
C[C@@H]1CN([C@@H](C)CO)C(=O)CCCn2nncc2CO[C@@H]1CN(C)C(=O)c1cc(-c2ccccc2)on1 | -2% | 8% | 18% | 5% | 8% | nt | 5% | 7% | 2%
CC(=O)Nc1nc(C)c(-c2nc3ccc([N+](=O)[O-])cc3[nH]2)s1 | 10% | 5% | 16% | 10% | 71%[activator] | -32%[inhibitor] | 0% | 27% | 4%
Cc1cc(C)n(-c2nc3ccccc3c(=O)n2OC2CCCCC2)n1 | 6% | 17% | 17% | 0% | ? | -1% | 1% | -6% | 11%
CC(C)c1ccc(C(C(=O)NC(C)(C)C)N(C(=O)CNC(=O)c2ccco2)c2cccnc2)cc1 (stereo not given) | -2% | 6% | 5% | 21% | 4% | -5% | -15% | -1% | 7%
O=C(O)C12C3CCC(O3)C1(C(=O)O)C1CCC2O1 (stereo not given) | 7% | 9% | -7% | 1% | 0% | 3% | 0% | ? | 17%
Cc1cccc(-c2nc3scc(CCNC(=O)c4ccccc4Cl)n3n2)c1 | nt | nt | 9%[9.22 µM] | -4% | 106%[activator] | nt | -14% | 12% | nt
CCCCn1nnnc1C1(C)CCC(=O)N1Cc1cccc(F)c1 (stereo not given) | 8% | 19% | 20% | 9% | 17% | nt | 2% | -14% | 21%
CC(C)(C)OC(=O)N1CCC(c2c(C(=O)N3CCN(c4ccccc4F)CC3)cnn2-c2ccccc2Cl)CC1 | nt | nt | 26% | 3% | -23% | nt | 3% | 4% | nt
CCn1c(SC)nnc1-c1c[nH]c2ccccc12 | 7% | -1% | 14% | -8% | 11% | -8% | 1% | -1% | -3%
O=C(CN1CCC(n2nnc3cc(C(F)(F)F)ccc32)CC1)Nc1ccc2c(c1)CCC2 | 1% | -14% | -9% | -23% | 4.5µM* | -1% | 3% | 0% | -13%
Cc1cc(C)n(-c2cc(C)c(C)cc2Br)n1 | 16% | 0% | -1% | 0% | ? | 3% | -4% | -2% | 11%
CN[C@H](C)CCC=C(C)C | -4% | nt | nt | 0% | nt | 3% | nt | 0% | nt
Cc1ccc(S(=O)(=O)c2cc3c(=O)n4ccccc4nc3n(C3CCCCC3)c2=N)cc1 | 0% | -7% | 6% | -5% | 89%[activator] | 3% | 4% | -28% | 2%
CC(O)(CS(=O)(=O)Cc1cccc(C(F)(F)F)c1)C(=O)Nc1cccc(C(F)(F)F)c1 (stereo not given) | -13% | ? | 1% | 7% | -5% | -6% | ? | ? | 16µM*
CCCN1CCN(CCCNC(=O)c2cnn(-c3ccc(F)cc3)c2-n2cccc2)CC1 | -12% | nt | 23% | 5% | -22% | nt | -13% | -25% | nt
O=C(CCCOC(=O)c1ccc(O)cc1O)c1ccccc1 | -7% | 13% | ? | 10% | -18% | 3% | -9% | -20% | 11%
CC(C)(C)c1ccc(-c2noc(CCC(=O)NCC3CCCO3)n2)cc1 (stereo not given) | 4% | -3% | -9% | ? | 0% | -5% | 0% | ? | -18%

Shown field by field: 2 of the compounds above
SMILES: Cc1ccc(S(=O)(=O)c2cc3c(=O)n4ccccc4nc3n(C3CCCCC3)c2=N)cc1
  GLP-1R agonist: 0%
  HT1080NT lethal: -7%
  TDP-43 yeast inh: 6%
  KB-3-1 tox: -5%
  GLP1R inv ag: 89%[activator]
  SW480 rerep: 3%
  HEK293 tox: 4%
  KB-V1 MDR tox: -28%
  HT1080 IDH1KD tx: 2%
SMILES: CC(O)(CS(=O)(=O)Cc1cccc(C(F)(F)F)c1)C(=O)Nc1cccc(C(F)(F)F)c1 (stereo not given)
  GLP-1R agonist: -13%
  HT1080NT lethal: ?
  TDP-43 yeast inh: 1%
  KB-3-1 tox: 7%
  GLP1R inv ag: -5%
  SW480 rerep: -6%
  HEK293 tox: ?
  KB-V1 MDR tox: ?
  HT1080 IDH1KD tx: 16µM*

(further entries)
SMILES | GLP-1R agonist | HT1080NT lethal | TDP-43 yeast inh | KB-3-1 tox | GLP1R inv ag | SW480 rerep | HEK293 tox | KB-V1 MDR tox | HT1080 IDH1KD tx
Cn1c(=O)c(-c2ccccc2)cc2ccccc21 | 23% | -3% | -6% | -7% | -2% | -2% | -5% | 3% | -12%
CCOCC(=O)Nc1ccc(-c2cn3c(C)csc3n2)cc1 | -3% | nt | 1% | 7% | 14% | nt | 2% | 27% | nt
COc1ccc(NC(=O)Nc2nnc(-c3cccs3)s2)cc1 | 1% | 15% | -6% | 4% | 3% | -4% | -2% | 3% | 7%
O=c1c(-c2cccs2)nc2ccccc2n1C(c1ccccn1)c1nc2ccccc2[nH]1 (stereo not given) | nt | -1% | 17% | ? | ? | nt | -7% | ? | -17%
Cc1cc2occ(CC(=O)NC3CCCc4ccccc43)c2cc1C (stereo not given) | 8% | 14% | -15% | 20% | ? | -3% | 7% | -22% | -5%
CCOc1cc(/C=N/N=C(/N)c2nonc2N)cc(Br)c1OCc1ccc(Cl)cc1 | -3% | ? | 12% | ? | 0% | ? | -12% | ? | ?
O=C(NCC1CCCO1)c1ccc(NC(=O)c2cccc(Br)c2)cc1 (stereo not given) | 5% | -1% | 0% | 4% | -2% | -1% | -6% | 1% | 3%
CC(=O)Nc1ccc(-c2ccnc3c2CC(C)(C(=O)Nc2cccc(C(C)=O)c2)O3)cc1 (stereo not given) | -4% | 4% | 26% | 0% | 21% | nt | -16% | -5% | -3%
N#C/C(=C\c1ccco1)C(=O)Nn1cnnc1 | -4% | -5% | -26% | -8% | -15% | 11% | -3% | -12% | -7%
CC12CN3CCN(CC(C3)C1(O)CN1CCCCC1)C2 (stereo not given) | -14% | 7% | 24% | 22% | -21% | -1% | -11% | 20% | 9%
O=C1NC[C@H](Cc2ccccc2)N(C[C@H]2CCCN2C[C@H](Cc2ccccc2)N2C[C@H](Cc3ccc(O)cc3)N(CCc3ccccc3)C(=O)C2=O)C1=O | -4% | -23% | 9% | -5% | 0% | ? | -17% | 18% | ?
O=S(CC(O)COCc1ccc(Cl)cc1)c1ccccn1 (stereo not given) | -2% | -4% | -9% | -15% | -4% | -6% | 0% | 9% | 5%
NC(=O)CC(NC(=O)c1ccc(Br)cc1)c1ccc(NCCc2ccc(F)cc2)c([N+](=O)[O-])c1 (stereo not given) | 5% | 16% | 10% | 11% | 8% | -4% | 5% | ? | 7%
CSc1nnc(-c2sccc2OCc2ccc(C)cc2)n1C | 20% | -2% | 0% | ? | ? | ? | -31% | 18µM* | ?
CC(NC(=O)c1ccncc1)c1ccc(Cl)cc1Cl (stereo not given) | 12% | -2% | -21% | -17% | ? | 6% | -1% | -5% | -12%
O=C(COC(=O)[C@@H]1CCCN1S(=O)(=O)c1ccccc1F)c1ccccc1 | 1% | 13% | nt | 9% | -18% | -57%[inhibitor][1.84 µM] | -10% | ? | 7%
c1ccc(Oc2ncnc3oc(-c4ccccc4)cc23)cc1 | -6% | 23% | 18% | 12% | 22% | -5% | -8% | -1% | 25%
Cc1onc(-c2c(Cl)cccc2Cl)c1C(=O)N1CCOCC1 | 0% | -2% | -30% | 7% | 15% | 0% | 12% | 5% | 2%
CC(C)COc1cccc(C(=O)N(CC(=O)Nc2ccccc2C(F)(F)F)Cc2ccco2)c1 | -5% | -3% | -3% | -5% | ? | -5% | -9% | -12% | -15%
O=C(c1ccc(S(=O)(=O)N2CCOCC2)cc1)N1CCCc2ccccc21 | 10% | -4% | 17% | 1% | -6% | -7% | 8% | 0% | -10%
CCN(C(=O)CSc1nncn1-c1ccccc1)C1CCS(=O)(=O)C1 (stereo not given) | -4% | 0% | 15% | 35% | 16% | -1% | 0% | 21% | 4%
COc1cccc(OCCCN2CCCCC2)c1 | -20% | 18% | -14% | 9% | -3% | 1% | -22% | 28% | 2%
O=C(O)CC1(CC(=O)Nc2ccc3sccc3c2)CCCCC1 | -1% | -2% | 7.9µM* | -10% | -13% | -6%[9.22 µM] | -4% | 11% | -6%
CCN(CC)CCN(C)C(=O)CCc1nnc(-c2ccc(C)s2)o1 | 1% | -6% | -12% | -4% | -2% | -1% | 8% | -3% | 0%
O=C(NCCN1CCCCC1)Nc1ccc(Br)cc1 | -12% | -12% | 8% | 2% | ? | 13% | 11% | 8% | -4%
Cc1ccc(C(=O)OCc2ccc3c(c2)OCO3)cc1S(=O)(=O)N1CCCCC1 | 9% | -25% | -3% | -13% | -17% | -4% | -7% | -27% | -10%
CC(C)c1ccc(NC(=O)COc2ccc(S(=O)(=O)N3CCOCC3)cc2)cc1 | -3% | -20% | 12% | -10% | -6% | 0%[9.22 µM] | 9% | -1% | -25%
Cc1c(N)ccc(-n2nc3ccccc3n2)c1C | 9% | 3% | ? | -1% | 13% | ? | 0% | -23% | 13%
Cc1ccc(S(=O)(=O)N2CCOCC2)cc1C(=O)O | -15% | 14% | -15% | -3% | 3% | -12% | -2% | 6% | -8%
O=C(c1ccccn1)N(CC1CCCO1)C1(C(=O)NC2CCCCC2)CCCCC1 (stereo not given) | -9% | 11% | 0% | -11% | 39%[activator] | 7% | -10% | -2% | 13%
